GC-B act – human GC-B receptor activators, primary screen, HEK293 GC-B cells, cGMP TR-FRET, EC30 CNP; 370,000 compounds, 0.11% hits; Atrial natriuretic peptide receptor 2 (Homo sapiens), P20594; activation, % at 10 µM; 0% at EC30 CNP, 100% saturating CNP; AID 1920062, 2024;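 active = activation at 10 µM reaching about 35% in either raw or pattern-adjusted values, limit read from the data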
ssDAF12 agonist – S. stercoralis DAF-12 nuclear receptor activators, primary screen, cell-based, luminescence, HEK293, GRIP1 co-expression, lit1-tk-luc. Nuclear hormone receptor DAF-12 (Strongyloides stercoralis). HEK293 ssDAF-12/GRIP1 lit1-tk-luc reporter; % of 3 µM dafachronic acid response. activation, % at 6.8 µM. 370,000 compounds, 1% hits. AID 652126, 2013;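 active = activation above the mean over all tested compounds plus 3 SD, cut at about 0.9% in these data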;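 note: 0% = DMSO-only wells and 100% = 3 µM delta7-dafachronic acid wells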
DAX1 inh-1 – DAX1 (NR0B1) inhibitors on StAR promoter, primary screen, cell-based, luminescence, SF-1 (NR5A1), full-length DAX-1; HEK293T StAR-luciferase reporter, SF-1/DAX-1 repression relief; inhibition, % at 6.8 µM; 370,000 compounds, 1.1% hits; AID 652010, 2013;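 active = inhibition above the mean over all tested compounds plus 3 SD, cut at about 3.6% in these data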;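 note: 0% = DAX-1 cells with DMSO and 100% = cells lacking DAX-1 with DMSO; higher inhibition means more luminescence from relief of DAX-1 repression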
GC-A act – GC-A stimulated cGMP production enhancers – HEK293 GC-A cells, cGMP TR-FRET, EC30 ANP, primary screen. Atrial natriuretic peptide receptor 1 (Homo sapiens), P16066. 0% at EC30 ANP, 100% saturating ANP. activation, % at 10 µM. 370,000 compounds, 0.14% hits. AID 1671463, 2021; in the data active = activation above about 40%
DAX1 inh-2 – DAX1 (NR0B1) inhibitors, primary screen, cell-based, HEK293, Gal4-DAX1, luciferase luminescence; inhibition, % at 6.75 µM; AID 504766, 2011; 340,000 compounds, 0.99% hits; HEK293 Gal4-DAX1 luciferase reporter; Nuclear receptor subfamily 0 group B member 1 (Homo sapiens), P51843;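 active = inhibition above the mean over all tested compounds plus 3 SD, cut at about 4.2% in these data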;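 note: 0% = DAX1-transfected cells with DMSO and 100% = empty-vector control cells with DMSO; inhibition shows as a rise in luminescence from relieved DAX1 repression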
Target sequence (P51843 207-470 limits assumed): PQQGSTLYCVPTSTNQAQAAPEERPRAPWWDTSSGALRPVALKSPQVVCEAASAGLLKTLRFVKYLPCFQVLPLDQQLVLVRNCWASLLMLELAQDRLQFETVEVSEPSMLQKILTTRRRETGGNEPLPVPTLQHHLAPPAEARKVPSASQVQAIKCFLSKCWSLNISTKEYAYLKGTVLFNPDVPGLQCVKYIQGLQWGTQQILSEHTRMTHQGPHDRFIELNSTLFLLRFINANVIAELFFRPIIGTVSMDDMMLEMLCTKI
hgDAF-12 ag – H. glycines DAF-12 receptor agonists, primary screen, cell-based, luminescence, HEK293, GAL4 fusion, UAS-luciferase; activation, % at 6.8 µM; Nuclear hormone receptor DAF-12 (Heterodera glycines), GAL4 fusion; HEK293 GAL4-hgDAF12 UAS-luciferase reporter, agonist luminescence; normalized to butyrate control; AID 687014, 2013; 370,000 compounds, 1.8% hits;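 active = activation above a cutoff set at the mean of all screened compounds plus 3 SD, cut at about 10% in these data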;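 note: 0% = DMSO wells and 100% = sodium butyrate wells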
SMARCA2 activ – SMARCA2 (BRM) function activators, primary screen, cell-based, luminescence, high throughput; activation, % at 9.1 µM; AID 652017, 2013; MG213 cells, MMTV-luciferase reporter, dexamethasone, overnight; 370,000 compounds, 1% hits; in the data active = activation above about 7.8%;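 note: 0% = vehicle wells and 100% = reference activator wells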
GAA850 FXN act – FXN promoter activators, primary screen, cell-based, luciferase luminescence, HEK293 lucGAA850; HEK293 lucGAA850 FXN promoter luciferase reporter, 24 h; percent of 10 µM SAHA response; activation, % at 6 µM; 360,000 compounds, 0.56% hits; AID 540364, 2011;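 active = activation above the average of all compounds screened plus 3 SD, cutoff fixed separately per campaign, cut at about 7.5% in these data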;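 note: 0% = DMSO wells and 100% = 10 µM SAHA wells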
ADAM10 inh – human ADAM10 inhibitors, primary screen, biochemical, QFRET, HTS; 370,000 compounds, 0.62% hits; AID 720582, 2013; recombinant ADAM10, EDANS/DABCYL FRET peptide cleavage, 3 h; inhibition, % at 7 µM; Disintegrin and metalloproteinase domain-containing protein 10 (Homo sapiens), O14672;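 active = inhibition above a per-campaign cutoff equal to the mean of compounds falling between control-based bounds plus 3 SD, cut at about 20% in these data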;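 note: 0% = DMSO wells while the 100% control is not disclosed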
Target sequence (O14672 214-748 limits assumed): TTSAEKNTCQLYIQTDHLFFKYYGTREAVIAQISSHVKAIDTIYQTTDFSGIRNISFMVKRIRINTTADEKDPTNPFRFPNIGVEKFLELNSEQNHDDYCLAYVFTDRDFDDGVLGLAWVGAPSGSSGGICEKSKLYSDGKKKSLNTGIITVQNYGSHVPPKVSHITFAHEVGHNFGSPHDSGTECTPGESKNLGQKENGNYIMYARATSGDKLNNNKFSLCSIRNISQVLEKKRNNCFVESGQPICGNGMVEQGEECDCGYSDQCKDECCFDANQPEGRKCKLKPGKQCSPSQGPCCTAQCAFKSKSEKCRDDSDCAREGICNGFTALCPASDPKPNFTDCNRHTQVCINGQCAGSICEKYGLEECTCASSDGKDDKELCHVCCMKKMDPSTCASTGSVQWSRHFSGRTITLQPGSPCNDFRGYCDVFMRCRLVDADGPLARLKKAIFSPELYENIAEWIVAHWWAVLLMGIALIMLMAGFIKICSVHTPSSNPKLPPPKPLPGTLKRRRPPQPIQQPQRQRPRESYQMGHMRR
HGIII-sPLA2 inh – human group III sPLA2 inhibitors, primary screen, biochemical, QFRET, BODIPY PC-A2 liposome substrate; Group 3 secretory phospholipase A2 (Homo sapiens), Q9NZ20; QFRET BODIPY PC-A2 liposome hydrolysis, fluorescence; inhibition, % at 12.2 µM; 370,000 compounds, 0.56% hits; AID 743126, 2013;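 active = inhibition above mean plus 3 SD of compounds lying within the high and low control bounds, cut at about 19% in these data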;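 note: 0% = median of test compound wells and 100% = no enzyme DMSO wells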
hcDAF-12 act – H. contortus DAF-12 nuclear receptor activators, primary screen, cell-based, luminescence, HEK293, lit1-tk-luc reporter. AID 652067, 2013. HEK293 hcDAF-12 lit1-tk-luc reporter; 0% DMSO, 100% Δ7-dafachronic acid. activation, % at 6.8 µM. 370,000 compounds, 1.4% hits;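 active = activation above the mean of all tested compounds plus 3 SD, cut at about 5.5% in these data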;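 note: 100% = response to 3 µM Δ7-dafachronic acid high control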
* hit, by the source's call; i = inactive; . = no result given. An unsorted share of the library; any-hit rate near 6.6%.

SMILES	GC-B act	ssDAF12 agonist	DAX1 inh-1	GC-A act	DAX1 inh-2	hgDAF-12 ag	SMARCA2 activ	GAA850 FXN act	ADAM10 inh	HGIII-sPLA2 inh	hcDAF-12 act
CN(C)S(=O)(=O)c1cccc(NC(=O)CN(CCO)CC(=O)Nc2cccc(S(=O)(=O)N(C)C)c2)c1	7	-0.8	0.4	-1	0.6	1.1	-1	0.7	-3	-7	-0.8
CC(C)c1ccc(C2C3=C(CC(C)(C)CC3=O)NC3=C2C(=O)c2ccccc23)cc1 (centres undefined)	.	-1.1	-1.5	.	-1.8	-4.1	-1	-1.6	1	-2	-1.5
O=C(Nc1ccccc1N1CCN(C(=O)c2ccc(Cl)cc2)CC1)c1cc2ccccc2o1	1	-0.1	-0.4	-4	-0.5	0.3	-2	-0.6	-3	3	5.5
C=CCC[C@@H](Cc1ccc(F)cc1)C(=O)OC[C@@H](NC(=O)[C@@H](CC=C)CC(=O)N[C@H](CO)Cc1ccccc1)C(C)(C)C	-4	-1.6	-0.6	-10	-0.9	-1.1	-1	-4.1	18	-28	-1.8
O=C(NCc1ccccc1)c1cc(C2COCCN2C(=O)c2cccs2)on1 (centres undefined)	2	-1.6	-1.2	-1	.	-1.5	5	0.7	2	-3	1.3
COCCCNC(=O)c1ccc(Cn2c(=O)c3ccccc3n(Cc3ccccc3C#N)c2=O)cc1	10	-1.5	-0.9	3	-0.1	-0.1	-2	2.4	-2	-4	-0.8
CN(Cc1cccs1)C(=O)CCc1c[nH]c2ccccc12	-5	-1.0	-0.1	0	1.8	-1.5	3	1.1	4	-15	-1.0
CC(C)[C@H](NC(=O)C1CC(=O)N(c2ccc3c(c2)OCCO3)C1)C(=O)NC1CCCC1 (some centres undefined)	5	-1.5	-0.2	4	1.8	-0.8	-2	0.7	3	4	0.9
CCC(=O)N(Cc1ccc(S(N)(=O)=O)cc1)C1CC(=O)N(c2ccc(OC)cc2)C1=O (centres undefined)	5	-1.4	0.6	3	-0.6	0.2	0	-1.1	2	2	0.3
Cc1c(C)n(CCN(C)C)c2ccc(C(=O)OCCN(C)C)cc12	-10	-0.8	3.3	4	0.8	2.8	-1	0.7	-4	8	1.0
CCc1c(C)c2ccc(OCC(=O)NCC3CCC(C(=O)O)CC3)cc2oc1=O (centres undefined)	-1	-1.4	-0.9	3	1.4	1.5	1	-0.9	i	1	0.3
Cn1c(-c2ccccc2)c(Sc2ccccc2)c2cc(-c3ccc4[nH]ccc4c3)ccc21	-2	-1.0	-0.1	-3	.	2.0	-1	.	-110	15	0.6
C/C(=N/N=C1\SCC(=O)N1c1ccccc1)c1ccc(C)cc1	-3	-1.0	0.2	-3	.	-1.7	0	0.2	0	2	-0.8
COc1cccc2[nH]c3c(=O)n(CCCN4CCOCC4)cnc3c12	1	-1.0	-0.5	1	2.2	2.8	-1	-0.3	i	6	1.5
Cc1ccc(Cc2cc(C)n[nH]c2=O)cc1	0	-1.4	0.4	5	.	0.3	-3	2.0	7	3	1.3
Cc1cccc(-c2nsc(SCC(=O)NCc3ccco3)n2)c1	3	-0.7	-0.5	5	2.4	0.3	1	4.4	-1	-9	0.8
Cn1nc(C(F)(F)F)c(/C=N/OC(=O)c2ccccc2)c1Cl	3	-1.0	0.2	4	-0.1	2.1	2	-0.8	-7	4	-0.2
CC(=O)Nc1ccc(NC(=O)C(C)n2c3ccccc3c3nc(=O)cc(C)n32)cc1 (centres undefined)	0	-1.4	0.2	1	1.9	-1.6	-2	-1.5	4	2	1.1
O=C(COC(=O)c1ccc(Cl)c(S(=O)(=O)N2CCc3ccccc3C2)c1)Nc1ncc(Cl)cc1Cl	9	-1.6	0.7	1	-0.1	-0.9	-3	1.7	-15	3	-0.2
COc1ccc(CN2C(=O)CNC2=S)cc1	1	-1.4	-0.3	6	0.2	4.6	-2	0.4	-2	-39	0.2
CC(C)(C)C(=O)COC(=O)c1ccccc1O	3	-0.7	-0.3	4	0.2	-1.1	-3	-0.8	-2	5	-1.6
Cn1c(=O)n(C)c2cc([N+](=O)[O-])c(N3CCN(C(=O)c4ccccc4Cl)CC3)cc21	-6	-2.6	-2.1	1	-4.1	-6.0	-3	1.4	2	-1	-3.4
O=C(c1ccc(Br)o1)N1N=C(c2ccc(Cl)cc2)CC1c1ccco1 (centres undefined)	-2	-1.6	-0.3	7	1.1	0.5	-3	1.8	0	0	-2.2
COc1ccc(C(=O)NCCS(=O)(=O)NCc2cccs2)cc1	-1	-1.1	-0.5	0	-1.0	-0.8	-2	1.4	4	6	-0.2
O=C(O)C#Cc1cccc2ccccc12	4	-1.0	0.0	7	-0.3	-0.4	-5	1.7	2	7	-0.1
COCCNC(=O)c1onc(CSc2cc(C)cc(C)c2)c1C(=O)NCCOC	3	-0.4	-0.3	0	-1.5	0.6	1	1.2	-8	4	-1.7
Cc1ccc(/C=N/n2c(-c3ccncc3)n[nH]c2=S)s1	-5	-1.3	-0.3	-3	3.2	-0.7	-2	1.4	-4	4	-1.1
CCOc1ccc2[nH]c(=O)c(CN(Cc3ccco3)C(CC)c3nnnn3Cc3ccccc3)cc2c1 (centres undefined)	-7	-1.9	0.1	-11	0.8	-1.4	1	3.3	-20	-26	-2.5
O=C(Nc1ncc2c(n1)CC(c1cccc(Cl)c1)CC2=O)c1ccco1 (centres undefined)	-3	-0.8	1.2	0	1.7	-1.0	-2	0.5	1	0	-0.2
CC(C)(C)NC(=O)NCc1ccco1	1	-0.7	-0.6	1	4.4*	-1.9	5	0.3	0	0	-1.3
COc1cccc(-c2nc(N3CCCCC3C)c3ccccc3n2)c1O (centres undefined)	-5	-0.7	-1.2	-5	-0.8	4.8	-4	1.1	20	-5	4.4
CC(C)(C)Nc1nc(OCC#N)nc(N2CCCCC2)n1	2	-1.4	0.0	2	-1.4	2.6	0	2.4	3	-3	2.5
CC(C)CC(NC(=O)C1CCC(C)CC1)C(=O)NCc1cccnc1 (centres undefined)	-1	-0.7	-0.6	-3	0.9	-2.3	-3	-0.5	-2	6	-0.6
COc1cc(/C=N/NC(=O)c2cc(-c3ccccc3)nc3ccccc23)ccc1O	-2	-1.0	-0.2	0	0.1	1.4	1	-1.5	8	-9	-1.0
Cn1nnc(NC(=O)C(c2ccccc2)c2ccccc2)n1	2	-0.6	0.1	4	0.9	0.3	5	-2.1	-3	1	0.1
O=C(NCN1C(=O)C2C3C=CC(C3)C2C1=O)Nc1nccs1 (centres undefined)	6	-0.9	0.0	3	1.1	1.7	1	0.1	1	0	-0.9
CCOC(=O)C1=C(C)NC(SCC(=O)Nc2nc(C)cs2)=C(C#N)C1c1cccs1 (centres undefined)	-9	-1.7	-0.8	-4	.	3.1	-6	.	-20	-32	-1.5
COc1ccc(CCNC(=O)CN(c2cc([N+](=O)[O-])ccc2OC)S(C)(=O)=O)cc1	0	-0.8	-0.7	0	0.4	0.1	-2	1.1	4	-1	1.3
COc1ccc(C(=O)C2CCCN(C(=O)c3cccc(N(C)C)c3)C2)cc1OC (centres undefined)	-1	-1.3	-0.9	2	-0.1	-0.2	3	1.9	-5	4	0.1
O=C(c1csc2ccccc12)N1CCN(c2ccccn2)CC1	3	-1.4	0.0	-2	-0.8	-2.3	5	4.1	-5	-2	-2.2
COc1ccc(COC(=O)Oc2ccc(CNC(C)=O)cc2OC)c([N+](=O)[O-])c1	1	-0.3	0.0	1	1.9	4.1	0	-1.6	1	-10	1.2
COc1cc2nc(N(CCCN(C)C)C(=O)c3ccc(S(=O)(=O)N4CCc5ccccc5C4)cc3)sc2cc1OC	-9	-1.1	1.1	-4	0.5	2.0	-1	0.9	-4	-16	-2.1
CCCCNC(=O)c1cc2nc3c(c(C(F)(F)F)n2n1)CCc1ccccc1-3	3	-1.1	-1.0	8	-1.2	-0.7	0	-0.3	7	3	0.6
COc1ccc(CSc2nnc(N)s2)cc1F	-5	-1.1	0.1	7	0.5	-0.5	1	1.6	-4	3	0.5
COc1ccc(C(=O)NC2CC3CCCC(C2)N3Cc2ccccc2)cc1 (centres undefined)	10	-1.1	0.3	-4	-1.9	-1.8	-2	1.6	5	-1	-1.4
Cc1nn(Cc2ccccc2)c(N)c1-c1ccccc1	-1	-1.6	0.3	-2	-0.1	1.0	1	1.6	0	4	-0.9
Cc1[nH]c2ccccc2c1C(=O)COC(=O)C1CCC1	-4	-0.5	0.3	3	0.8	2.2	-1	1.4	-6	-4	1.5
CCCCNC(=O)C[C@H]1C[C@@]2(C(=O)OC)C(=C[C@H](C(C)(C)C)O[C@@H]2C)N(Cc2cccc3ccccc23)C1=O	-18	-1.5	-0.6	-13	.	-1.7	-3	.	29*	-10	-1.0
COc1ccc(CCNC(=O)c2cc(S(=O)(=O)N3CCOCC3)ccc2F)cc1	1	-1.4	-0.7	1	-0.7	-2.7	1	-0.9	-11	0	-0.6
CCN(c1ccccc1)S(=O)(=O)c1cc(NC(=O)C2CC2)ccc1Cl	3	-1.4	-0.1	-1	0.4	0.8	-2	0.7	-11	-1	-1.1
C=CCn1c(O)c(C2=c3ccccc3=NC2=O)sc1=Nc1ccc(O)cc1	3	-0.4	0.0	3	2.1	1.5	9.6*	0.9	1	-1	4.2

Bioassay records deposited in PubChem BioAssay by several laboratories.
